# PERK inhibitor: block of dimerizer-induced PERK translation repression, primary screen, PERK inhibitor project, CHO PERK-DD cells, SEAP luminescence, HTS. Eukaryotic translation initiation factor 2-alpha kinase 3 (Homo sapiens), Q9NZJ5. CHO PERK-DD fusion, SEAP luminescence translation reporter. inhibition, % at 5.6 µM. 0.17% of 220,000 active;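 active = inhibition above the mean inhibition of all tested compounds plus 3 SD, set separately per screening campaign, cut at about 2.9% in these data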;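 also: PERK kinase domain activated by AP20187 dimerizer at 100 nM; 0% = DMSO with dimerizer and 100% = rapamycin at 8.4 µM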
# Target sequence (Q9NZJ5 whole entry, looked up, the tested form may be a part): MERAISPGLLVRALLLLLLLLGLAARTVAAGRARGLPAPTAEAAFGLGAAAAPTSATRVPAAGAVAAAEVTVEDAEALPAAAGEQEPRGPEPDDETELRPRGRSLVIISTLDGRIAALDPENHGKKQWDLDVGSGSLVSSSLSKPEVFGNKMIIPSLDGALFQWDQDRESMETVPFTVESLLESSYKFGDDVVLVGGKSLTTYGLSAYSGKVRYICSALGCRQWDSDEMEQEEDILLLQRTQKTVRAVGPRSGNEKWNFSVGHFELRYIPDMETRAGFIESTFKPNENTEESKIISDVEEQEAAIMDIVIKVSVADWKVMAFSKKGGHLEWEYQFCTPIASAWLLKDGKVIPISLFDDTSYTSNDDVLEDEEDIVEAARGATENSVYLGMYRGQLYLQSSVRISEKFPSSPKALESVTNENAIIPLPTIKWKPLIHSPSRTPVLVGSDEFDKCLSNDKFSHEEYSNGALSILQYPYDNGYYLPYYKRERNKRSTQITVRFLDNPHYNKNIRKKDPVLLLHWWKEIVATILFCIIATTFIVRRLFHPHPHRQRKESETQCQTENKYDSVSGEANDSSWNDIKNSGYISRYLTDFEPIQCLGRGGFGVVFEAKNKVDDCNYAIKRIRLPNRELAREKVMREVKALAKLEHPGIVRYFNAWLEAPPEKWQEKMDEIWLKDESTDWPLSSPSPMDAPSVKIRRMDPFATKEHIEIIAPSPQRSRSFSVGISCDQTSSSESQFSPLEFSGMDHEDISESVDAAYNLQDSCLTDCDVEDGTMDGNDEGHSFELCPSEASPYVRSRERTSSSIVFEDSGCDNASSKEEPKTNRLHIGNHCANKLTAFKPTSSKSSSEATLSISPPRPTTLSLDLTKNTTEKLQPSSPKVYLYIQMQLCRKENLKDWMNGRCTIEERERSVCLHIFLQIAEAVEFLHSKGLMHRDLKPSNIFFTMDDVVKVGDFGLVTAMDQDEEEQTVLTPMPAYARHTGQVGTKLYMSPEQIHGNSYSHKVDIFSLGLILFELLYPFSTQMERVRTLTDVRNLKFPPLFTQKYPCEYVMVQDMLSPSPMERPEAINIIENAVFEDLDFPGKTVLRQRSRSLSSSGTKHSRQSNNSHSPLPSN
# TNF death inh: inhibitors of TNF-alpha triggered necroptosis, primary screen, cell-based, Jurkat FADD-/-, single concentration; Jurkat FADD-/- TNF necroptosis rescue, ATP luminescence, 24 h; 0 = TNF only, 100 = no-TNF cells; activation (protection from cell death), % at 10 µM; 0.068% of 220,000 active; AID 463075, 2010;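 active = activation, meaning protection from cell death, of at least 50% relative to plate controls; inactive = activation below 50%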;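 also: necroptosis triggered by 40 ng/mL TNF-alpha added together with compound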
# zVAD death inh: inhibitors of zVAD-triggered necroptosis, primary screen, L929 cells; viability rescue, % at 10 µM; AID 1377, 2008; 0.38% of 220,000 active; L929 zVAD necroptosis rescue, ATP luminescence, 24 h; with zVAD 60 µM;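 active = activation, scaled between plate controls, above about 75%, limit read from the data; inactive = activation under that limit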;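 also: 0% = zVAD with DMSO and 100% = DMSO alone without zVAD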
# Runt-SMMHC FRET: inhibitors of RUNX1 Runt–CBFb-SMMHC binding, primary screen, biochemical, FRET, Cerulean-Runt, Venus-CBFb-SMMHC, uHTS; Cerulean-Runt/Venus-CBFb-SMMHC FRET ratio 530/480, 1 h; inhibition, % at 20 µM; 0.74% of 220,000 active; AID 1434, 2008;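 active = mean inhibition across duplicate retests at 20 µM reaching about 50%, limit read from the data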;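 also: 0% = DMSO wells and 100% = wells with excess untagged CBFb-SMMHC; inhibitors lower the FRET ratio by blocking Runt binding to CBFb-SMMHC; some results filed as inactive read as strong as hits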
# Hck-Nef inh: inhibitors of Nef-activated human Hck kinase, primary screen, biochemical, Z-Lyte FRET, 384-well, Hck-YEEI; 0.68% of 220,000 active; Recombinant Hck-YEEI plus Nef, Z-Lyte FRET kinase assay; Tyrosine-protein kinase HCK (Homo sapiens), P08631; inhibition, % at 20 µM; AID 463187, 2010;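 active = Hck-Nef kinase inhibition above about 50%, limit read from the data; inactive = inhibition below that limit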;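 also: 0% = DMSO with Hck plus Nef and 100% = Hck alone without Nef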
# PGE2 EP2 inh: human EP2 receptor antagonists, primary screen, TR-FRET cAMP, C6 glioma cells. C6 glioma cells expressing human EP2; cells stimulated with saturating PGE2. 0.52% of 260,000 active. AID 1422, 2008. inhibition, % at 25 µM;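 active = percent inhibition above 40 after rounding to a whole number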;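 also: rat C6 glioma host cells with rolipram phosphodiesterase inhibitor present; the protocol text gives 20 µM as final concentration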
# RBBP9 inh: human RBBP9 inhibitors, primary screen, biochemical, fluorescence polarization, FP-Rh probe, HTS | recombinant RBBP9 | inhibition, % at 7.94 µM | 0.2% of 220,000 active | AID 1515, 2009 | Serine hydrolase RBBP9 (Homo sapiens), O75884;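 active = inhibition above the campaign mean of all tested compounds plus 3 SD, cut at about 14% in these data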;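 also: plate controls were DMSO wells with RBBP9 for no effect and wells lacking RBBP9 protein for full effect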
#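 Test system: recombinant human RBBP9; Timing: 30 min then 45 min, 25 °C; Detection: fluorescence polarization; Control set: RBBP9 with DMSO as uninhibited control, no-protein wells as full inhibition; Compound dosing: one concentration, 7.94 µM nominal, 0.794% DMSO; Probe or stimulus: FP-Rh activity-based probe, 375 nM before mixing.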
# Runt-CBFb FRET: inhibitors of RUNX1 Runt–CBFb binding, primary screen, biochemical, FRET, Cerulean-Runt, Venus-CBFb, uHTS. Runt-related transcription factor 1 (Homo sapiens) + Core-binding factor subunit beta …. inhibition, % at 20 µM. 0.46% of 220,000 active. Cerulean-Runt/Venus-CBFb FRET ratio 530/480, 1 h;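 active = inhibition over about 50% at 20 µM in the single-dose screen, limit read from the data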;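 also: 0% = DMSO wells and 100% = excess unlabeled CBFb competitor control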
#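 Doses: 20 µM compound in 1% DMSO | Material: Cerulean-labeled Runt domain protein | Amount: Each fluorescent fusion protein 100 nM | Schedule: Two 1 h room-temperature incubations shielded from light | Measured by: FRET fluorescence | Evaluation: Loss of energy transfer signal | Controls: Unlabeled CBFb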
# EP2 modulator: EP2 receptor modulators, cAMP readout, primary screen, cell-based, HTRF cAMP, PGE2 stimulation; Prostaglandin E2 receptor EP2 subtype (Homo sapiens), P43116; EP2-expressing cells, cAMP HTRF FRET, PGE2 co-stimulation; induction, % at 25 µM; 0.83% of 260,000 active; AID 940, 2007;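 active = compounds whose cAMP rise, as percent of the full-agonist control response, exceeds 60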;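 also: rat C6 glioma line stably carrying human EP2 under a CMV promoter; the protocol text gives 20 µM as final concentration; 100% = response of wells given 1 µM PGE2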
# Active calls of the source: *; · = no result given.
SMILES,PERK inhibitor,TNF death inh,zVAD death inh,Runt-SMMHC FRET,Hck-Nef inh,PGE2 EP2 inh,RBBP9 inh,Runt-CBFb FRET,EP2 modulator
O=C(CSc1ccc2nnc(-c3cccnc3)n2n1)NCc1ccc2c(c1)OCO2,1.1,-1.0,-0.5,0.5,16.3,5.8,-4.0,1.9,20.1
CCOc1cc(NC(=O)c2cccs2)c(OCC)cc1NC(=O)CCC(=O)NCC1CCCO1 (stereo unspecified),1.7,1.9,3.6,-3.2,3.3,8.3,-0.9,-2.3,2.4
O=C(COc1ccc(Br)cc1)N1CCc2ccccc2C1,0.9,3.0,0.8,-2.1,4.2,10.3,-0.8,-0.8,-44.4
Clc1ccccc1OCc1nc(-c2ccncc2)no1,-0.1,2.3,-0.5,-0.5,9.3,13.2,4.1,-1.9,-15.7
CC[n+]1ccc(C(=O)NCc2ccccc2)cc1,1.2,-0.1,2.3,-6.1,-0.9,5.1,-0.7,-0.1,27.7
Cc1cccc2c1NC(=O)C21N2CCCC2C(C(=O)c2ccc3ccccc3c2)C12C(=O)Nc1ccccc12 (stereo unspecified),1.4,1.8,1.9,-4.6,23.1,3.0,-1.9,4.4,2.4
COCc1cc(CN2CCCC(CNC(=O)c3ccc(F)cc3)C2)ccc1OC (stereo unspecified),1.4,0.8,-0.2,-4.6,0.7,3.9,-0.5,-1.8,-14.0
Cc1cccc(Cc2c(C)nc3c(C(=O)N4CCN(Cc5ccc6c(c5)OCO6)CC4)cnn3c2C)c1,-0.1,-9.6,-0.2,-1.9,2.0,8.8,-2.1,-7.6,-32.1
COCCn1cnc2c1c(=O)n(CC(=O)Nc1cc(C)on1)c(=O)n2Cc1ccccc1,0.4,-1.3,-0.3,-0.6,-0.1,19.2,-9.9,2.8,16.1
CCCN(CC1CC1)C(=O)Nc1ccccc1C,0.9,0.3,0.3,1.4,-5.5,8.8,4.3,-0.3,27.6
COc1ccccc1N1CCN(Cc2ccc(OC)c(OC)c2OC)CC1,-0.9,1.2,-0.3,-7.9,-1.2,0.4,3.2,2.6,19.5
CC(C)Sc1n[nH]c(=O)n1-c1ccccc1,1.5,0.0,-0.1,2.1,15.4,10.2,-0.5,0.7,-0.6
COc1ccc(CCNC(=O)C2CCCN(S(=O)(=O)c3cccc4nonc34)C2)cc1OC (stereo unspecified),-1.7,1.1,0.1,6.0,-1.3,7.8,-2.6,-1.3,-11.2
COc1ccccc1NC(=S)N(Cc1ccc(C)cc1)Cc1ccccn1,0.5,-1.5,-0.7,1.2,-1.1,1.6,6.5,-1.7,5.4
COc1ccc(CCNC(=O)Cn2c(=O)n(-c3ccc(F)cc3)c(=O)c3sccc32)cc1OC,0.7,-0.9,0.1,0.7,15.5,15.7,2.7,-1.4,12.4
N#C/C(=C\c1cn[nH]c1-c1ccccc1)C(=O)NC1CCCCCC1,-0.7,-3.3,0.7,5.8,-0.1,4.2,-7.0,-3.4,-13.9
COc1ccccc1-c1cc(C(F)(F)F)nc(S(=O)(=O)CCCC(=O)Nc2cccnc2Cl)n1,1.1,-13.1,-0.9,2.8,32.1,8.3,0.4,-1.7,24.1
Cc1ccc(SCC(=O)NCCCN2CCOCC2)cc1,-0.2,-0.5,-0.3,-2.1,8.0,15.9,-9.2,-1.2,18.6
Nc1nnc(CC(=O)N/N=C/c2cc([N+](=O)[O-])cc(Br)c2O)s1,0.1,1.0,0.6,-4.5,21.2,4.8,-6.6,7.4,1.6
O=C(Cc1ccc(Br)cc1)N1CCN(c2ccccc2)CC1,0.0,2.3,0.2,-1.4,10.4,7.6,-6.4,0.0,9.9
CC(C)NC(=S)NCc1cccs1,1.6,0.6,-0.9,-1.4,11.9,6.5,0.0,-0.6,19.3
Cc1cccc(N2CCN(C(=O)CS(=O)(=O)Cc3nc(-c4ccccc4F)oc3C)CC2C)c1 (stereo unspecified),-0.4,-3.8,4.1,5.3,-1.2,13.6,5.8,-4.2,-4.5
COc1cccc(NC(=O)CSc2nc3c(oc4ccccc43)c(=O)[nH]2)c1,0.4,0.7,-0.1,-4.9,-3.3,4.8,-7.7,-4.6,-2.9
N#C/C(=C\c1ccc(O)c(O)c1)C(=O)N1CCCC1,1.1,-0.3,3.5,5.7,-26.6,6.0,-2.1,7.2,38.7

# An excerpt of these results, field by field:
> O=C(Cc1ccc(Br)cc1)N1CCN(c2ccccc2)CC1
  PERK inhibitor: 0.0
  TNF death inh: 2.3
  zVAD death inh: 0.2
  Runt-SMMHC FRET: -1.4
  Hck-Nef inh: 10.4
  PGE2 EP2 inh: 7.6
  RBBP9 inh: -6.4
  Runt-CBFb FRET: 0.0
  EP2 modulator: 9.9
> CC(C)NC(=S)NCc1cccs1
  PERK inhibitor: 1.6
  TNF death inh: 0.6
  zVAD death inh: -0.9
  Runt-SMMHC FRET: -1.4
  Hck-Nef inh: 11.9
  PGE2 EP2 inh: 6.5
  RBBP9 inh: 0.0
  Runt-CBFb FRET: -0.6
  EP2 modulator: 19.3

# The results go on.
SMILES,PERK inhibitor,TNF death inh,zVAD death inh,Runt-SMMHC FRET,Hck-Nef inh,PGE2 EP2 inh,RBBP9 inh,Runt-CBFb FRET,EP2 modulator
Cc1ccc(S(=O)(=O)CCC(=O)OC(C)C(=O)c2c(C)[nH]c3ccccc23)cc1 (stereo unspecified),-0.9,-4.4,1.5,3.1,5.4,9.5,0.4,-0.8,-39.1
O=C(NC1CCCCCC1)c1ccc2nc3cc(Cl)ccc3c(=O)n2c1,2.3,3.0,0.7,0.4,26.3,5.6,-3.8,6.8,-27.3
FC(F)Sc1ccc(-n2cc(-c3ccccc3)[n+]3c2CCC3)cc1,0.0,0.2,0.2,2.1,1.3,2.0,-10.3,0.8,17.4
CCCn1nc(NC(=O)c2ccco2)c2cc3ccccc3nc21,0.0,-1.2,0.6,58.4,20.5,9.4,-1.5,15.3,-22.1
CCn1c(SCC(N)=O)nnc1-c1ccc2[nH]c(C)c(C)c2c1,0.2,-0.6,0.5,2.0,1.1,9.0,-1.3,-2.5,-20.6
CC1CCN(c2nc(CN3CCCCC3)nc3scc(-c4ccccc4)c23)CC1,-1.2,2.5,0.3,2.2,-0.6,6.1,3.7,-1.7,17.1
Cc1nc(N)nc2c1CCCC2,1.5,0.1,0.9,-5.8,-1.7,13.8,-1.4,1.5,6.3
CC(=O)/C(C(=N)N1CCN(C(c2ccccc2)c2ccccc2)CC1)=C(\C)O,0.1,-2.6,1.1,2.8,2.4,19.5,-6.8,-1.5,-20.2
NC(=O)c1ccc(NC(=O)COC(=O)C2(c3ccccc3F)CCCC2)cc1,-0.1,-2.3,2.0,1.0,27.6,7.2,-4.0,-1.5,-40.5
Cc1ccc(NC(=O)C2CC(=O)n3ncnc3N2)cc1 (stereo unspecified),0.3,1.0,-0.6,-1.8,8.3,8.2,-1.7,1.7,-1.5
O=C(O)c1cccc(CSc2nnc(-c3ccco3)o2)c1,0.3,-0.7,0.6,-1.9,1.7,-1.6,-4.2,1.3,3.3
O=C1CCCCCC1C1(O)C(=O)Nc2ccc(Br)cc21 (stereo unspecified),-0.1,-3.0,-0.1,0.9,1.5,2.1,1.8,-2.9,-5.4
COc1cc([N+](=O)[O-])ccc1N=Nc1c(N)[nH]n(-c2ccccc2)c1=O,0.8,-2.6,0.3,-2.3,21.5,4.0,-3.6,0.2,-19.9
O=C(CSc1nc(COc2ccccc2)nc2ccccc12)NC1CCCC1,0.5,2.0,0.6,·,27.9,-0.1,-6.0,·,27.3
Cc1nc2sc(-c3ccccc3)cc2c(=O)[nH]1,-0.1,-4.9,-1.4,-2.8,-12.1,15.0,-11.8,-0.5,1.0
COC(=O)C1=C(C)C(c2ccc(OC)cc2OC)NC(=O)N1 (stereo unspecified),0.4,-2.8,-0.4,0.0,-0.1,10.1,0.5,-2.0,6.8
S=C(Nc1ccccc1Cl)N1CCCC(c2ccccc2)=N1,0.3,4.7,-0.6,1.8,4.1,9.0,-10.9,-0.1,51.7
Cc1cc(OCC(=O)Nc2ccc3c(c2)OCCO3)cc(C)c1Cl,0.3,-0.4,-0.5,-1.2,-1.8,10.7,-10.6,-1.7,-33.3
CCN(C(=O)COC(=O)c1cc(NS(=O)(=O)c2ccc(Cl)c([N+](=O)[O-])c2)ccc1O)C1CCCCC1,0.4,1.0,2.0,1.0,2.1,9.3,-9.8,0.6,-12.2
C#CCOCCOCCOCCNc1nc(N2CCN(C(=O)C(Cc3ccc(O)cc3)n3cc(C(N)C(C)CC)nn3)CC2)nc(N2CCN(C(=O)C(Cc3ccc(O)cc3)n3cc(C(N)C(C)CC)nn3)CC2)n1 (stereo unspecified),1.2,3.9,-0.4,-0.5,0.2,22.9,-1.1,3.3,9.1
CCCCNc1nc2cccnc2s1,2.0,15.0,0.7,-1.1,23.3,9.7,-6.5,0.2,11.3
Cc1cccc(OCCSc2cc(C)nc(N)n2)c1,0.2,-0.8,0.6,-1.8,1.5,2.7,-8.2,-1.2,-1.1
CC(=O)OC(C(=O)NC1CCCCC1)c1ccncc1 (stereo unspecified),0.3,-0.1,0.0,-2.8,1.0,-7.2,-5.3,-0.6,4.9
CSc1nnc(C)c(=O)n1COC(=O)COc1ccc(Cl)cc1,1.0,0.8,1.6,0.5,23.9,7.2,-11.8,0.8,13.5
COCCCNC(=O)CC(NS(=O)(=O)c1ccc(Cl)cc1)c1ccc(OC)cc1 (stereo unspecified),-1.2,0.6,0.6,3.7,1.7,9.9,3.4,0.5,5.9
Cc1cccc(C(=O)N/N=C/C(C)Cc2ccc3c(c2)OCO3)c1 (stereo unspecified),1.6,-0.3,0.8,1.1,2.0,18.7,0.3,-1.5,-15.9
CSc1nc(-c2ccccc2)nc(SC)c1C(C)=O,0.3,-1.2,0.0,-2.2,8.7,5.6,-11.1,-1.8,48.8
Cc1cccc(NC(=S)N2CCCCC2)c1,1.1,2.8,-0.5,-3.9,-0.4,7.5,1.5,-2.3,1.2
O=C(NCc1cccs1)c1cccnc1C(=O)O,2.4,0.3,0.3,-0.9,0.0,4.8,-3.4,-0.4,15.6

# High-throughput results from PubChem.

# A portion of the library. The share of hits here may be higher or lower than overall.
